FBW7 activator = FBW7 E3 ligase activators, primary screen, biochemical, AlphaScreen, human; F-box/WD repeat-containing protein 7 (Homo sapiens), Q969H0; AlphaScreen FBW7–phospho-cyclin E peptide binding, activator screen; normalized activity (activation), % at 26.1 µM; actives 0.13% (n = 650,000); AID 1259310, 2017; in the data active = normalized activity above about 1.9%;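 note: purified mutant Fbw7 with reduced substrate affinity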
GPR151 ag = activators of human GPR151, primary screen, cell-based, PathHunter beta-arrestin, luminescence. PathHunter beta-arrestin GPR151 cells. activation, % at 11.2 µM. actives 1% (n = 650,000). AID 1508602, 2020; in the data active = activation above about 4.9%;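 note: 0% = median of compound wells and 100% = cells with positive control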
Target sequence (Q8TDV0 whole entry, looked up): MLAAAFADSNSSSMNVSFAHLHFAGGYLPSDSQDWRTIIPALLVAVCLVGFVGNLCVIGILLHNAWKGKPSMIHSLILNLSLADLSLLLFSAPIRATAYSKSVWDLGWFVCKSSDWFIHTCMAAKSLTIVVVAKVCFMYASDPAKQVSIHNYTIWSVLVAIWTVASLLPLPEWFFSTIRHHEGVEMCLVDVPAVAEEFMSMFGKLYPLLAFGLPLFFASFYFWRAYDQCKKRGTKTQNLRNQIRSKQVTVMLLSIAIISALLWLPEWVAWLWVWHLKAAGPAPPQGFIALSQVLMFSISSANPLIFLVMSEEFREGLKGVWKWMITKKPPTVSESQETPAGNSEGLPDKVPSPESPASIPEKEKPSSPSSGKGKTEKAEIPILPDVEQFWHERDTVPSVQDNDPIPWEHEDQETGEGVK
TEAD-YAP block = TEAD-YAP interaction inhibition, primary screen, TEAD-YAP interaction inhibitor project, luminescence, HEK-TIYL cells; TEAD-Gal4/YAP UAS-luciferase luminescence; inhibition, % at 9.12 µM; actives 1.4% (n = 640,000); in the data active = inhibition above about 32%;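 note: 0% = median of test compound wells and 100% = reference inhibitor wells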
MITF inh = MITF inhibitors, primary screen, biochemical, AlphaScreen, human | AID 1259374, 2018 | AlphaScreen MITF homodimerization, bead proximity signal | actives 0.91% (n = 650,000) | Microphthalmia-associated transcription factor (Homo sapiens), O75030 | inhibition, % at 2.6 µM; in the data active = inhibition above about 50%;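 note: 0% = vehicle wells with protein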
Target sequence (O75030 whole entry, looked up): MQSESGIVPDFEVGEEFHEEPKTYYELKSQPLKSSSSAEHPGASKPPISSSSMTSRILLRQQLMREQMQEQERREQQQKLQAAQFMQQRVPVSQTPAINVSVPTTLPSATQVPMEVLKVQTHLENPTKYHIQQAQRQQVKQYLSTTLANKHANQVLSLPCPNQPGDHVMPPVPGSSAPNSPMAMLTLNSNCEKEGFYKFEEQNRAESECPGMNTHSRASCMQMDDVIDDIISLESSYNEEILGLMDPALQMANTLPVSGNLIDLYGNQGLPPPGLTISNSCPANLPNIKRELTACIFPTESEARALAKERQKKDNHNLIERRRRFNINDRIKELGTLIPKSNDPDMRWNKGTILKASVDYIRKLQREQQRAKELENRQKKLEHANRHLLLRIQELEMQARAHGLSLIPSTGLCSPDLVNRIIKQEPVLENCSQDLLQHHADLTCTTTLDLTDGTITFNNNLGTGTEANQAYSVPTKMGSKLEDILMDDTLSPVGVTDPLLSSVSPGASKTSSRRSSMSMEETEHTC
* marks the source's active call; other numbers are inactive results; & = joins results of further samples.

SMILES	FBW7 activator	GPR151 ag	TEAD-YAP block	MITF inh
CCC(C)N(C(C)CC)S(=O)(=O)c1ccccc1 (stereo unspecified)	-0.1	1.2	9	-2
O=C(Nc1ccc([N+](=O)[O-])cc1)c1sc2cccc(Cl)c2c1Cl	0.3	-0.2	11	2
O=C(NCc1nnc(SCC(=O)N2N=C(c3cccs3)CC2c2ccc(F)cc2)n1-c1ccc([N+](=O)[O-])cc1)c1ccccc1 (stereo unspecified)	0.0	1.3	18	1
Cc1[nH]c(=O)c(C#N)c(C)c1Br	0.2	-2.2	-13	6
O=C(Nc1cccc([N+](=O)[O-])c1)c1cnsn1	0.6	-1.7	6	14
COc1ccc(NC(=O)C2CCC(Cn3c(=S)[nH]c4ccccc4c3=O)CC2)cc1OC (stereo unspecified)	0.6	-0.7	-15	12
Cc1c(C(N)=O)sc2nc(-c3cccc([N+](=O)[O-])c3)cn12	-0.1	-0.1	-6	-1
CCCc1c(C)c2ccc(OCC(=O)O)cc2oc1=O	-0.1	-2.5	6	-9
COc1cccc(C2=N/C(=C/c3ccc([N+](=O)[O-])cc3)C(=O)O2)c1	0.1	-0.3	6	12
CCOc1ccc(C(C(=O)NC(C)(C)C)N(C(=O)Cn2nnc3ccccc32)C2CC2)cc1 (stereo unspecified)	0.1	0.7	-2	-4

Structures listed so far that contain an NH in an aromatic ring (two):
SMILES	FBW7 activator	GPR151 ag	TEAD-YAP block	MITF inh
Cc1[nH]c(=O)c(C#N)c(C)c1Br	0.2	-2.2	-13	6
COc1ccc(NC(=O)C2CCC(Cn3c(=S)[nH]c4ccccc4c3=O)CC2)cc1OC (stereo unspecified)	0.6	-0.7	-15	12

Whole records, quoted from the list. Order of values: FBW7 activator | GPR151 ag | TEAD-YAP block | MITF inh
Entry for `CCOc1ccc(C(C(=O)NC(C)(C)C)N(C(=O)Cn2nnc3ccccc32)C2CC2)cc1` (stereo unspecified) : 0.1 | 0.7 | -2 | -4
Entry for `CCC(C)N(C(C)CC)S(=O)(=O)c1ccccc1` (stereo unspecified) : -0.1 | 1.2 | 9 | -2

New compounds follow.
SMILES	FBW7 activator	GPR151 ag	TEAD-YAP block	MITF inh
COC(=O)C1=C(C)OC(N)=C(C#N)C1c1ccc(C#N)cc1 (stereo unspecified)	0.0	-1.9	-5	-1
COc1cccc2cc(C(=O)OC(C)C(=O)c3ccc(C)cc3)c(=O)oc12 (stereo unspecified)	0.0	-0.6	0	12
COc1ccccc1Nc1nnc(Cc2ccc(Cl)cc2)c(=O)[nH]1	-0.1	2.8	5	-5
CC1=C(C(=O)OC(C)C)C(c2ccco2)C2=C(CCCC2=O)N1 (stereo unspecified)	-0.1&0.1	-0.2&0.6	3&2	-19&-5
COc1cc(C2Nc3ccccc3-c3nnc(SCc4ccccc4)nc3O2)cc(OC)c1O (stereo unspecified)	-0.1	0.0	-3	3
O=c1nc2ccccc2c(NNc2ccc([N+](=O)[O-])cc2)o1	0.0	-0.5	-34	13
CC(=O)NC[C@H]1CN(c2ccc(N3CCOCC3)c(F)c2)C(=O)O1	0.1&0.0&-0.1	-1.4&-1.0&-1.8&-0.1	1&9	2&5&-4
CCOC(=O)N1CCC(NC(=O)c2cc(C(=O)Nc3ccc(F)cc3)ccc2CO)CC1	0.0	0.3	-7	13
CCOc1ccc2nc(SCC(=O)Nc3cccc(C)c3)sc2c1	0.1	0.9	-10	6
Cc1ccnc(SCc2cc(=O)c(OC(=O)c3ccccc3C)co2)n1	0.4	1.5	2	5

Just GPR151 ag and MITF inh (seven entries from above):
canonical_smiles | GPR151 ag | MITF inh
CC1=C(C(=O)OC(C)C)C(c2ccco2)C2=C(CCCC2=O)N1 (stereo unspecified) | -0.2&0.6 | -19&-5
CCOC(=O)N1CCC(NC(=O)c2cc(C(=O)Nc3ccc(F)cc3)ccc2CO)CC1 | 0.3 | 13
COc1cc(C2Nc3ccccc3-c3nnc(SCc4ccccc4)nc3O2)cc(OC)c1O (stereo unspecified) | 0.0 | 3
COc1ccccc1Nc1nnc(Cc2ccc(Cl)cc2)c(=O)[nH]1 | 2.8 | -5
CC(=O)NC[C@H]1CN(c2ccc(N3CCOCC3)c(F)c2)C(=O)O1 | -1.4&-1.0&-1.8&-0.1 | 2&5&-4
Cc1ccnc(SCc2cc(=O)c(OC(=O)c3ccccc3C)co2)n1 | 1.5 | 5
COc1cccc2cc(C(=O)OC(C)C(=O)c3ccc(C)cc3)c(=O)oc12 (stereo unspecified) | -0.6 | 12

The listing continues.
SMILES	FBW7 activator	GPR151 ag	TEAD-YAP block	MITF inh
Cc1cccc(CN2CCN(Cc3c(C)nn(C(C)C)c3C)CC2CCO)n1 (stereo unspecified)	0.0	0.6	-5	8
Cc1cnc(C(=O)N[C@H](Cn2nc(-c3ccc(F)c(F)c3)ccc2=O)C(C)C)cn1	1.0	-0.8	1	4
COC(=O)c1c(C)oc2c1cc(NS(=O)(=O)c1cc(C)ccc1C)c1ccccc12	0.0	4.7	-8	-8
COc1cc(C=C2C(=O)NC(=O)NC2=O)ccc1OCC(=O)Nc1cccc([N+](=O)[O-])c1	-1.0	0.5	-49	1
CSC(N)=NC1=NN(c2ccccc2)CC1	-0.1	0.8	-27	3
CC(=O)Nc1ccc(NC(=O)c2ccc(Br)cc2)cc1	0.1	-0.2	-11	4
O=C(Nc1ccc(COCC(F)(F)F)cc1)Nc1ccc2snnc2c1	-0.1	0.0	7	-4
C/C(=N\NC(=O)c1ccc(O)cc1)c1ccc(Cl)cc1	0.0	0.2	-15	8
CCCC(=O)NC(=S)NNC(=O)c1ccc([N+](=O)[O-])cc1	0.0	-0.7	-4	-6
Cc1ccc(-n2c(C)cc(/C=N/NC(=O)c3cccnc3)c2C)cc1C	-0.1	1.1	6	17
CCCCn1c(-c2cc(C)nn2C)n[nH]c1=S	-0.3	-0.4	-5	6
CN(Cc1ccccc1)c1ccnc2c(-c3cnn(C)c3)cnn12	-0.2	3.7	-48	2
O=C(Cn1cnc2c(nnn2Cc2ccccc2)c1=O)NCc1ccc(F)cc1	0.0	0.8	7	3
COc1cccc2cc(-c3cn4c(n3)sc3ccccc34)c(=O)oc12	0.2	-0.1	12	1
CC(=O)Nc1nc(SCC(=O)Nc2cc(C)on2)[nH]c(=O)c1NC(=O)c1cccs1	0.2	-0.3	-1	27
COc1ccc(C2C3=C(CC(C)(C)CC3=O)Nc3nc4ccccc4n32)c(OC)c1 (stereo unspecified)	0.2	-2.4	-11	-11
COc1ccc(-c2oc3ncn4nc(COc5ccc(Cl)cc5)nc4c3c2-c2ccc(OC)cc2)cc1	0.2	-0.4	7	11
Cc1ccc(-n2cc(-c3ccccc3)nc2SCC(=O)NCC2CCCO2)cc1 (stereo unspecified)	0.1	-0.8	-13	10
CCOC(=O)c1c(C)c(C(=O)NCCCOC(C)C)c(C)n1C	-0.1	0.3	-14	1
C=CCNC(=O)c1c(NNc2ccc(Cl)cc2)cc(C)nc1C	0.2	3.2	5	6
CCOC(=O)C1(NCCN2CCOCC2)Sc2cc(C)ccc2NC1=O (stereo unspecified)	0.0	0.3	1	-2
CCOc1ccccc1NC(=O)C1C(c2ccccc2)=C1c1ccccc1	0.1	-0.3	1	16
CCCCC1CN(CCC(=O)NCc2cc(C)no2)Cc2ccccc2O1 (stereo unspecified)	0.2	0.1	14	4
O=C(NCCc1nc(-c2ccncc2)n[nH]1)C1c2ccccc2Oc2ccccc21	0.1	0.2	4	20
CC12CCC(C(=O)Nc3ncc([N+](=O)[O-])s3)(OC1=O)C2(C)C (stereo unspecified)	0.0	0.1	5	-1
CCCOc1ccc(N2C(=O)C3C(C2=O)C2C=CC3C23CC3)cc1 (stereo unspecified)	0.1	-1.2	0	-11
Cc1ccc(S(=O)(=O)C2(C(=O)Nc3cc(F)ccc3F)CC2)cc1	0.0	0.0	-5	-2
Oc1c(C(Nc2ccccn2)c2ccc(C(F)(F)F)cc2)ccc2cccnc12 (stereo unspecified)	-1.6	-1.7	46*	3
CCOC(=O)c1c(NC(=O)CSc2nnc(CNC(=O)c3ccc(OC)cc3)n2CCc2ccccc2)sc2c1CCCC2	0.1	-0.9	-2	5
CC1CC(C)CN(C(=O)c2ccc(SCc3ccncc3)c([N+](=O)[O-])c2)C1 (stereo unspecified)	0.1	0.0	5	-2
c1ccc(-c2nc(NCc3cccnc3)c3ncn(C4CCCCC4)c3n2)cc1	-0.1	2.6	25	8
Cc1ccc2c(c1)C1(C(=O)N2)C(C#N)=C(N)OC2=C1C(=O)CC(C)(C)C2 (stereo unspecified)	0.0	2.3	7	-5
Cc1cc(C)c2sc(NC(=O)Cc3ccc(F)cc3)nc2n1	0.7	1.6	-3	12
O=C(NCc1ccccc1)c1ccc(F)c(S(=O)(=O)N2CCOCC2)c1	0.2	-0.3	-9	2
NCCNCCOCCOc1ccc(Cl)cc1Br	0.7	-0.9	5	17
CCOC(=O)c1c(C)nc2c(c1C)/C(=N/O)CC(C)(C)C2	0.2	5.0*	-1	4
CN1CCN(c2nc3c(c(=O)n(C)c(=O)n3C)n2Cc2cccc(Cl)c2)CC1	0.0	0.6	-1	-1
Cc1nn(C)cc1CN(C)C(=O)C1CC(Cc2cccc(Cl)c2)=NO1 (stereo unspecified)	0.7	-1.3	-24	9
COc1cc([N+](=O)[O-])ccc1NC(=O)Cc1ccc(F)cc1	-0.1	-0.5	10	4
CCc1cccc(CC)c1NC(=O)CN(c1cccc(C)c1)S(C)(=O)=O	0.1	1.3	2	32
CC(C)(C)c1ccc(C2SCC(=O)N2c2ccc(Oc3ccccc3)cc2)cc1 (stereo unspecified)	-0.1	-0.2	-4	-1
CC1=CC(=C(C#N)C#N)C=C(C)N1CCN1CCN(C(=O)Nc2ccccc2)CC1	-0.1	-0.4	1	-2
Cc1ccc(CNCc2c(C(=O)O)n(Cc3ccccc3F)c3ccccc23)cc1	0.1	-0.2	10	10
Cc1coc2c(C)c3oc(=O)cc(C)c3cc12	0.5	-0.3	-3	21
O=C(OCc1ccc(I)cc1)c1ccc([N+](=O)[O-])cc1	-0.2	0.1	-4	-3
O=C(/C=C/c1ccc(F)cc1)NCCSc1ccccc1	1.3	-0.4	-9	-15
CCN1C(=O)N/C(=C/c2cn(CC(=O)Nc3ccccc3)c3ccccc23)C1=O	0.1	2.2	-2	6
CCn1c2ccccc2c2nnc(SCC(=O)NCc3ccco3)nc21	-0.3	0.0	-11	4
COc1cc(NC(=O)c2cccc(-n3cc(Nc4ccccn4)cn3)c2)cc(OC)c1OC	0.8	-1.2	29	1
CC(C)(C)CN1CCC(O)(c2ccc3oc(C(=O)NCC4CCCO4)cc3c2)CC1 (stereo unspecified)	0.2	-0.7	0	3
The list goes on:
SMILES	FBW7 activator	GPR151 ag	TEAD-YAP block	MITF inh
COc1ccc(CCN2C(=O)CC(Cc3ccc(C)cc3)C2=O)cc1OC (stereo unspecified)	0.2	0.5	2	16
N#CSc1ccc(NC2(c3ccccc3)C(=O)c3ccccc3C2=O)cc1	-0.2	-0.3	12	7
CN(C)CCNS(=O)(=O)c1ccc2c(c1)CCN2C(=O)C1CCC1	0.0	0.1	7	0
CC1CCN(C(=O)CSc2nc3ccccc3n2CC(=O)N2CCCCC2)CC1	0.1	-0.2	16	8
CCN(C(=O)CSc1nc2ccccc2c(=O)n1CC1CCCO1)c1cccc(C)c1 (stereo unspecified)	0.0	0.2	21	5
CC(C)(C)C(=O)OCCN1C(=O)c2cccc3c(N4CCOCC4)ccc(c23)C1=O	0.0	0.0	-11	0
N#C/C(=C\c1cccs1)c1nnc2n1CCCCC2	0.4	0.7	-8	9
COC(=O)CCN(C(=O)C12CC3CC(CC(C3)C1)C2)c1ccccn1	0.8	1.0	-5	8
O=CN1CCN(C(=S)Nc2cccc(C(F)(F)F)c2)CC1	-0.2	0.7	-5	5
C=CCn1nc([N+](=O)[O-])nc1N1CCOCC1	-0.1	-1.0	5	0
CCc1ccc(NC(=O)Cn2c(=O)oc3ccccc32)cc1	0.0	-0.9	0	5
Cc1ncc(CSc2nc3ccc(C(F)(F)F)cc3[nH]2)c(CO)c1O	0.0	-0.4	-1	3
COCCn1c(=S)[nH]c2cc(C(=O)NCc3ccccc3)ccc2c1=O	0.1	-0.5	7	2
COc1ccc(Cl)cc1C(=O)Nc1c2c(nn1-c1ccc(C)cc1C)CS(=O)(=O)C2	0.2	5.3*	-3	11
COc1ccccc1NC(=O)CC(c1ccccc1)c1ccc(C)cc1O (stereo unspecified)	0.0	2.0	2	4
C=CCN1C(=O)N(c2ccc(Cl)cc2)C(=O)C1CC(=O)Nc1ccc(OCCC)cc1 (stereo unspecified)	0.1	0.6	12	4
COc1ccc(Cl)cc1NC(=S)NC(C)c1ccncc1 (stereo unspecified)	-0.1	2.9	3	11
O=C(CC1(O)C(=O)Nc2ccc(Cl)cc21)c1ccco1 (stereo unspecified)	0.4	-1.0	5	15
NNC(=O)c1[nH]ncc1[N+](=O)[O-]	0.1	-2.5	-11	5
O=[N+]([O-])c1ccccc1/C=C/C=N/Nc1ncnc2ccccc12	-0.1	0.5	-19	10
COc1cc(/C=N\NC(=O)CCn2nnc3ccccc32)ccc1O	0.0	0.0	8	-2
CCN(CC)Cc1cc(CN[C@H]2C[C@H]3C(=O)N[C@@H]([C@@H](C)O)C(=O)N3C2)ccc1OC	0.0	1.8	-1	19
CCCC1=NN2C(=N)/C(=C/c3ccc(OCc4ccccc4F)c(OC)c3)C(=O)N=C2S1	-0.2	-1.8	-48	-2

Screening data from PubChem.
